# High-throughput results as filed in PubChem.
# APEX1 inh – inhibitors of human APE1 endonuclease. recombinant APE1, TAMRA/BHQ-2 abasic DNA cleavage fluorescence. Potency, µM (top dose mostly 65.8 µM), for inactives: at the top dose activity change, negative = inhibition, hits mostly inhibitors. 0.35% of 350,000 active. AID 2517;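 further: potency means the concentration at half of the fitted maximal effect; plate controls were vehicle for no effect and reference inhibitor for full effect; nearly all actives have a fitted effect of over 55% in size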
# Target sequence (P27695 whole entry, looked up): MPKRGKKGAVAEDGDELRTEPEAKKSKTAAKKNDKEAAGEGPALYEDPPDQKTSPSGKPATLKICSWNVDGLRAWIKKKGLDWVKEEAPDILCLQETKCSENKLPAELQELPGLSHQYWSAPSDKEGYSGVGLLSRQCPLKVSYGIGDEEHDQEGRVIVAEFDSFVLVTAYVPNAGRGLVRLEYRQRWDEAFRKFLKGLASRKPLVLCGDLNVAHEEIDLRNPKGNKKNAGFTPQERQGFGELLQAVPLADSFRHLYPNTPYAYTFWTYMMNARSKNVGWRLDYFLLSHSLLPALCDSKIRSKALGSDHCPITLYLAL
#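 Step 1: APE1 (0.75 nM) with compound, 15 min RT. Step 2: add 50 nM fluorophore/quencher THF duplex. Step 3: three fluorescence reads 60 s apart (525/598 nm); read 3 minus read 1 = reaction progress.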
# BLM inh – blocks DNA unwinding by human BLM helicase | P54132 | Potency, µM (doses to about 56.1 µM), inactives show top-dose activity change, negative = inhibition, usual class: inhibitors | recombinant BLM DNA unwinding, fluorescence dequenching | 0.2% of 350,000 active;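 further: potency means the concentration at half of the fitted maximal effect; plate controls were vehicle for no effect and no enzyme for full effect; nearly all actives have a fitted effect of over 35% in size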
# POLB inh – DNA polymerase beta (human) inhibition; 1.3% of 340,000 active; Potency, µM (top dose mostly 114 µM), for the others: at the highest dose activity change, negative = inhibition, most hits filed as inhibitors; P06746; Pol beta primer extension/strand displacement, fluorescence kinetic; AID 485314; further: potency means the concentration at half of the fitted maximal effect; on the % scale 0 is the no-effect control and ±100 the full control effect
#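 Pol beta (10 nM) was preincubated with compound for 15 min at room temperature. The reaction was then started with 50 nM substrate and read immediately and after a further 10 min at room temperature.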
# Tb PGK inh – inhibitors of T. brucei phosphoglycerate kinase; P07378; PGK/GAPDH coupled, Kinase-Glo luminescence, 60 min; Potency, µM (highest dose often 57.5 µM), inactives show at the top dose activity change, negative = inhibition, usual class: inhibitors; 0.043% of 380,000 active; further: potency means the concentration at half of the fitted maximal effect; on the % scale 0 is the no-effect control and ±100 the full control effect; nearly all actives have a fitted effect of over 60% in size
#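 Recombinant glycosomal PGK reaction used 1,3-bisphosphoglycerate generated in-well by GAPDH (100nM final) in 100mM TEA pH 7.6, 5mM MgCl2, 0.01% Tween-20. After 60 minutes at room temperature, ATP was read by Kinase-Glo Plus luminescence end-point.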
# POLH inh – DNA polymerase eta (human) inhibition. Q9Y253. recombinant Pol eta, fluorescent DNA replication assay. Potency, µM (titrated, usually from 114 µM), for the others: at the highest dose activity change, negative = inhibition, usual class: inhibitors. 1.2% of 390,000 active. AID 588591; further: potency means the concentration at half of the fitted maximal effect; on the % scale 0 is the no-effect control and ±100 the full control effect
#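 Pol eta (10 nM) was preincubated with compounds for 15 min at room temperature, after which fluorescent replication substrate (50 nM final) was added to start the reaction. Fluorescence was read kinetically at 0 and 10 min.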
# RXFP1 antagonist – RXFP1 (human) relaxin receptor antagonism. Q9HBX9. HEK293-RXFP1, relaxin-stimulated cAMP HTRF, 30 min; active compounds read low. activity change, negative = inhibition, % at 57.5 µM. 0.59% of 350,000 active;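 active means activity change of -60% or lower, but not beyond a set lower limit; inconclusive means change between -60% and -40%, or beyond the set limit; inactive means change above -40%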; further: on the % scale 0 is the no-effect control and ±100 the full control effect
# Pol iota inh – DNA polymerase iota (human) inhibition | 1% of 390,000 active | Pol iota fluorescent replication assay, 10 min | AID 588590 | Q9UNA4 | Potency, µM (titrated, usually from 115 µM), without a hit: at the highest dose activity, negative = inhibition, hits mostly inhibitors; further: potency means the concentration at half of the fitted maximal effect
# Target sequence (Q9UNA4 whole entry, looked up): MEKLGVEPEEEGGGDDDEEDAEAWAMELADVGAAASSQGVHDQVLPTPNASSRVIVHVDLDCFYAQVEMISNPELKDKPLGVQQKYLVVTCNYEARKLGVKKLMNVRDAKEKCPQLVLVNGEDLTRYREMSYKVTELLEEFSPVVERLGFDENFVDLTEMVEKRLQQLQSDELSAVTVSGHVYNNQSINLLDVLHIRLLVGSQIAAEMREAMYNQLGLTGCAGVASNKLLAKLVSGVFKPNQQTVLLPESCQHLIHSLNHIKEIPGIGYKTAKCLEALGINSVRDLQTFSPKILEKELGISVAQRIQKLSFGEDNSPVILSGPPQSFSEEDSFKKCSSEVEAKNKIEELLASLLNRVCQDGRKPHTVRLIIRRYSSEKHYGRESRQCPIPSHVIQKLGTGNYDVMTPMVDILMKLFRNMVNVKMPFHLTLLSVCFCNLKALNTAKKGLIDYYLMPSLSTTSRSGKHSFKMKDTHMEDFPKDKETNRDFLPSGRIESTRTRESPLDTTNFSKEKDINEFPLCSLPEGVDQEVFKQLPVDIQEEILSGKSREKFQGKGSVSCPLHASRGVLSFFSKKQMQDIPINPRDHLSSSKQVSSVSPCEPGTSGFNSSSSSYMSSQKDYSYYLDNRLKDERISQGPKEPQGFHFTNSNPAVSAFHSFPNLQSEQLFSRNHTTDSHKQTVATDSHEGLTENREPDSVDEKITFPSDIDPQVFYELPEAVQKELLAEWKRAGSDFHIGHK
#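 Pol iota at 10 nM preincubated 15 min with compounds at room temperature; reaction started with fluorescent substrate, 50 nM final. Fluorescence read kinetically at 0 and 10 min; buffer-only wells as negative control.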
# POLK inh – DNA polymerase kappa (human) inhibition; AID 588579; 0.53% of 400,000 active; Potency, µM (highest dose often 107 µM), without a hit: at the highest dose activity, negative = inhibition, hits mostly inhibitors; purified Pol kappa, fluorescent DNA synthesis assay, 10 min; Q9UBT6; further: potency means the concentration at half of the fitted maximal effect; on the % scale 0 is the no-effect control and ±100 the full control effect
#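 Kinetic fluorescence screen: compound preincubated 15 min RT with 10 nM enzyme; 50 nM substrate (final) initiates; reads at 0/10 min.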
# Apoferritin bind – candidate novel general anesthetic via apoferritin binding | P02791 | apoferritin/1-aminoanthracene competitive binding, fluorescence | Potency, µM (highest dose often 77.5 µM), without a hit: at the top dose activity change, negative = displacement, hits mostly inhibitors | 0.074% of 350,000 active | AID 485281; further: potency means the concentration at half of the fitted maximal effect; on the % scale 0 is the no-effect control and ±100 the full control effect; nearly all actives have a fitted effect of over 20% in size
#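 10 uM apoferritin + 50% sat. 1-AMA, PBS; cpd 10 min RT; Ex380/Em535 endpoint; normalized to free probe vs complex; 4-param Hill fit; propofol titration as pos. ctrl.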
# The depositor's hits bear a star; i = inactive; ? = inconclusive; nt = not tested or not shown; & = joins results of further samples; [ ] = remark or other dose. Unless noted, the call rests on the fitted dose curve; in most records, active means well fitted curve in the direction sought with a large enough effect; inconclusive means small, poorly fitted or top-dose-only effect, or another doubt; inactive means no such curve, though single readings can be large; an effect the other way counts as inactive or inconclusive. A portion of the library; rates above refer to the full screens.
SMILES,APEX1 inh,BLM inh,POLB inh,Tb PGK inh,POLH inh,RXFP1 antagonist,Pol iota inh,POLK inh,Apoferritin bind
CCOc1ccc(S(=O)(=O)NCC2CCCO2)c2ccccc12 (stereo not given),10%,-3%,3%,7%,-7%,-2,146%[activator],-4%,-13%
COc1ccc(C(NC(=O)c2cccc(F)c2)c2ccccc2)cc1 (stereo not given),?,-4%,-15%[57.1 µM],-10%,-6%,2,11%,-19%,5%
COc1ccccc1CCNC(=O)C(=O)NCC1OCCN1S(=O)(=O)c1ccc(F)cc1 (stereo not given),-26%,-3%,-1%,8%,5%,9,15%,0%,-2%
CN(C(=O)CC(NC(=O)c1ccccc1)(c1ccccc1)c1ccccc1)c1ccccc1,-4%,-11%,-1%,i,-5%,-16,2%,-3%,-10%
CSC(=S)N/N=C(\C)c1ccc(Br)cc1,8%,1%,-19%,-19%,-16%,-8,11%,-14%,?
O=C(NCC(F)(F)F)c1ccc(S(=O)(=O)N2CCN(C(=O)C3CCCO3)CC2)cc1 (stereo not given),20%,nt,nt,i,-1%,0,2%,6%,nt
FC(F)(F)c1nnc2c(Sc3ccccc3)nc3ccccc3n12,-2%,1%,-7%,21%,-18%,9,16%,1%,-4%
CC(=O)OCCNc1cc(SCc2ccco2)c2nonc2c1[N+](=O)[O-],13µM*,-19%,?,-13%,?,-7,18µM*,79µM*,3%
Cc1nc(-c2ccccc2OC(F)(F)F)[nH]c(=O)c1Cl,-12%,-1%,-14%,-6%,4%,7,109%[activator],-6%,7%
O=C(NCc1ccccc1)c1cccc(NC(=O)c2ccco2)c1,15%,1%,22%,2%,-4%,nt,15%,-5%,-20%
O=C(c1ccccc1)N(CCN1CCOCC1)C1(C(=O)Nc2ccccc2)CCCCC1,-10%,-3%,1%,5%,-2%,-15,4%,-12%,-11%
Cc1noc(C)c1S(=O)(=O)N(C)C[C@H]1Oc2ccc(NC(=O)Cn3cnnn3)cc2C(=O)N([C@H](C)CO)C[C@@H]1C,21%,nt,nt,-4%,-1%,nt,12%,6%,nt
Cc1ccc(-c2n[nH]c3c2C(c2ccccc2Cl)N(c2ccc(C(=O)O)cc2)C3=O)cc1 (stereo not given),nt,-2%,1%,-18%,?,nt,?,-39%,-4%
COc1cc(NC(=O)C2=COCCO2)c(OC)cc1Cl,-6%,nt,nt,-5%,-14%,-10,3%,-2%,nt
C=CCn1c(SCc2csc(C)n2)nc2sc3c(c2c1=O)CCCCC3,-2%,-6%,-17%,-1%,-14%,-8,-5%,-1%,-8%
COc1ccc(NC(=O)c2ccc(OC(F)F)cc2)cc1Cl,-2%,-4%,15%,-3%,-12%,3,0%,-16%,6%
CC(=O)Nc1ccc(NC(=O)c2ccccc2N(C)S(C)(=O)=O)cc1,3%,-1%,-2%,0%,-5%,28,7%[58.9 µM],-6%,-6%
COCC(=O)N/N=C/c1ccc(Sc2nc3ccccc3s2)o1,3%,-2%,10%,-9%,-17%,-2,10%,-3%,-16%
COC(=O)c1cc(Br)c(=O)n(Cc2ccncc2)c1,18%,1%,1%,3%,-10%,-10,11%,0%,-7%
CCCc1cc(=O)oc2cc(OCC(=O)N3CCc4ccccc43)ccc12,6%,-2%,1%,-8%,-4%,-3,-11%,6%,-6%
O=C(COCc1cc(-c2ccc(F)cc2)on1)Nc1cc(Cl)cc(Cl)c1,nt,-1%,0%,i,-21%,-16,34%[activator],-5%,146%[activator]
Cc1ccc(-n2c(SCc3ccccc3F)nc3[nH]ncc3c2=O)cc1Cl,nt,-10%,-3%,i,-22%,nt,-24%,-11%[60.1 µM],2%
CC(C)NC(=O)C(=O)NCCN1CCN(S(=O)(=O)c2ccc(Cl)cc2)CC1,0%,0%,7%,-10%,-2%,1,23%,-5%,-2%
CC(C(=O)N(C)c1ccccc1)N1CCN(C(=O)c2ccccc2)CC1 (stereo not given),0%,0%,42%,i,-15%,-17,84%[activator],1%,7%
Cc1nn(C)c(C(=O)N2CCc3ccccc32)c1Cl,0%,7%,24%,-5%,-12%,-4,10%,-17%,-10%
C=CCN([C@@H](CC(C)C)C(=O)OC)S(=O)(=O)N(CC=C)[C@@H](CC(C)C)C(=O)OC,-13%,nt,nt,4%,-6%,nt,75%&18%[activator],-3%&-18%,nt
Cc1cccc(C)c1-n1c(C)cc(/C=C2\NC(=O)NC2=O)c1C,-1%,-13%,1%,-8%,-18%,2,2%,-7%,?
CCOC(=O)c1sc(NC(=O)c2ccc(S(=O)(=O)N(C)C)cc2)cc1C,-4%,-6%,4%,-1%,-10%,-7,11%,-20%,6%
COc1ccccc1Oc1c(C)oc2c(CN3CCOCC3)c(O)ccc2c1=O,2%,-2%,5%,-9%,-9%,3,-3%,-1%,73%[activator]
CCOC(=O)c1ccc(-c2ccc(/C=C(\C#N)c3nc4ccc(C)cc4[nH]3)o2)cc1,nt,-7%,?,nt,nt,3,3%,-5%,-3%
Cc1nc2ccc(NS(=O)(=O)c3ccc(Br)cc3)cc2s1,13%,nt,nt,-8%,-11%,-6,-20%,-1%,nt
COc1ccc(C(CCN2CCCCC2)c2c(O)cc(OC)cc2OC)cc1 (stereo not given),-3%&-1%,-10%&2%,0%,0%,-18%,nt,-4%&19%,-13%&11%,-8%&-3%
COc1ccc(Nc2nnc(-n3nc(C)cc3C)c3ccccc23)cc1,nt,-1%,-5%,0%,5%,5,-2%,-19%,-1%
CCOCC(=O)Nc1cc(C(=O)Nc2cccc(C)c2C)ccc1Cl,-3%,-1%,1%,-5%,1%,-3,8%,-10%,-14%
COc1ccc(C(=O)NC(C)c2ccc(-n3ccnc3)cc2)cc1[N+](=O)[O-] (stereo not given),23%,0%,0%,-3%,-16%,-2,37%[activator],-5%,10%
C[C@@]12C(=O)N(c3ccc(Br)cc3)C(=O)N1[C@@H]1c3ccccc3OC[C@@H]1[C@H]2c1ccccc1,?,nt,nt,3%,-22%,nt,12%,-2%,nt
CCC(=O)n1nc(-c2ccccc2)nc1NCc1ccccc1,4%,-7%,-19%,i,-14%,-24,-6%,-1%,-15%
O=C(NCc1ccco1)c1ccccc1-c1ccc(C(F)(F)F)cc1,2%,-1%,0%,-5%,-10%,0,-3%,1%,-21%
O=C(NCCCO)C(=O)NCCc1ccc(Cl)cc1,?,1%,6%,5%,-23%,-1,16%,-13%,0%
Cc1ccc(NC(=O)COc2ccccc2C(=O)NCc2ccccc2)cc1,12%,nt,nt,-8%,-16%,-17,11%,-7%,nt
Cc1c(NC(=O)C(C)Sc2ccccc2)c(=O)n(-c2ccccc2)n1C (stereo not given),-2%,1%,24%,5%,-14%,-8,8%,-13%,1%
COc1ccc(CN2CCS(=O)(=O)CC2)cc1OC,-2%,-1%,1%,-8%,-6%,-6,-20%,20%,-7%
CCC(=O)N1CCc2cc(CNC(=O)Nc3ccc(OC)cc3OC)ccc21,nt,-1%,10%,13%,-2%,-3,-14%,-7%[60.1 µM],8%
O=C1OC(c2ccc(F)cc2)=C/C1=C\c1ccc(O)cc1,-16%,-4%,-1%,-10%,-20%,5,31%,-3%,-7%
COCCN(Cc1ccco1)C(=O)c1cc2c(=O)[nH]c3ccc(C)cc3c2s1,nt,-1%,-14%,-3%,-11%,nt,11%,-7%,-5%

# An excerpt of these results, with each value named.
> Cc1nc2ccc(NS(=O)(=O)c3ccc(Br)cc3)cc2s1
  APEX1 inh: 13%; BLM inh: nt; POLB inh: nt; Tb PGK inh: -8%; POLH inh: -11%; RXFP1 antagonist: -6; Pol iota inh: -20%; POLK inh: -1%; Apoferritin bind: nt

> COc1ccc(C(CCN2CCCCC2)c2c(O)cc(OC)cc2OC)cc1 (stereo not given)
  APEX1 inh: -3%&-1%; BLM inh: -10%&2%; POLB inh: 0%; Tb PGK inh: 0%; POLH inh: -18%; RXFP1 antagonist: nt; Pol iota inh: -4%&19%; POLK inh: -13%&11%; Apoferritin bind: -8%&-3%

# (continued)
SMILES,APEX1 inh,BLM inh,POLB inh,Tb PGK inh,POLH inh,RXFP1 antagonist,Pol iota inh,POLK inh,Apoferritin bind
Nc1ccc(-c2ccc(N)c(C(=O)O)c2)cc1C(=O)O,?,-1%,0%,-11%,-4%,12,?,-17%,13%
COc1ccc(C2N(C(=O)c3ccccc3)CCN2C(=O)c2ccc(C)cc2)cc1 (stereo not given),4%,-7%,3%,-3%,3%,-5,1%,-9%,-9%
Cc1cc(C(=O)N/N=C/c2ccc(O)c([N+](=O)[O-])c2)n[nH]1,5%,0%,-1%,-2%,-2%,-1,?,-6%[60.1 µM],-3%
Cc1nc2ccccc2cc1C(=O)N/N=C/c1ccc([N+](=O)[O-])cc1,-1%,2%,12%,i,-17%,nt,8%,10%,-6%
Cc1ccc(C(=O)C(C)OC(=O)CCS(=O)(=O)c2ccc(C)cc2)cc1 (stereo not given),28%,nt,nt,-8%,-15%,3,4%,-1%,nt
CCN(C(=O)Cn1cc(C(=O)c2ccc(F)cc2)c(=O)c2ccc(C)nc21)c1cccc(C)c1,nt,-2%,6%,-6%,3%,-11,-19%,-4%,-12%
COC(=O)c1nnn(-c2ccccc2)c1N,20%,-2%,2%,i,-12%,3,-4%,-1%,4%
O=C(Nc1ccccc1)N1C2CCC1CC(O)(c1cccnc1)C2 (stereo not given),-5%,-4%,1%,i,-8%,1,-5%,9%,-6%
CCOc1ccccc1-c1ccc(C(=O)NCc2ccccc2)o1,-1%,-3%,12%,-10%,-19%,nt,-4%,1%,-17%
Cc1ccc2[nH]c(=O)c(C3=NN(C(=O)CCC(=O)O)C(c4cccs4)C3)c(-c3ccccc3)c2c1 (stereo not given),0%,-1%,32%,-13%,-19%,nt,-4%,-13%,-13%
CCCCNC(=O)c1cc2c(C)cc(C)cc2[nH]1,1%,-3%,8%,-5%,-21%,?,29%,-9%,-11%
Cc1ccc(SCC(=O)OCc2csc(CC(=O)Nc3ccccc3C)n2)cc1C,-27%,nt,nt,2%,-16%,4,-12%,-8%,nt
Cc1cccc(C(=O)NC2=NC(c3ccc(Cl)cc3)CC(=O)N2)c1 (stereo not given),nt,-10%,14%,i,-14%,-7,0%,-17%,-4%
CN1CCN(C(=O)Cn2c(C(F)(F)F)nc3ccccc32)CC1,3%,-3%,13%,7%,-6%,7,68%[activator],1%,-7%
